Screening results deposited in PubChem by Sanford-Burnham Center for Chemical Genomics.
HEK293 NOD2/NF-kB: NOD2 signaling inhibitors, cell-based, luminescence, uHTS, HEK293 (AID 1566); HEK293 NOD2/NF-kB luciferase reporter, luminescence; higher % means a stronger effect; 0.63% of 290,000 active; inhibition, % at 4 µM; hits with a dose series show EC50 in µM; further: many of its hits are not listed in these tables
NOD1 inhibition: NOD1 signaling inhibitors, primary screen, cell-based, luminescence, uHTS (AID 1578) | NOD1-driven NF-kB luciferase reporter cells, luminescence; higher % means a stronger effect | inhibition, % at 4 µM; hits with a dose series show EC50 in µM | 1% of 290,000 active; in the data active means inhibition mostly above about 36%, no sharp cut-off; inactive means mostly below about 34%;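 further: HEK-293T reporter cells stimulated with the NOD1 agonist gamma-tri-DAP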
KOR beta-arrestin-1: KOR agonists, beta-arrestin recruitment, primary screen, cell-based, luminescence, uHTS (AID 1777) | Kappa-type opioid receptor (Homo sapiens) | KOR beta-arrestin recruitment, luminescence; higher % means a stronger effect | activation, % at 10 µM, or EC50 in µM where a hit was titrated | 0.02% of 280,000 active; in the data active means activation above about 50%, passing the limit was not always enough; further: a part of the inactive calls stands beside numbers as strong as those of hits
LYP phosphatase: inhibitors of LYP phosphatase, biochemical, fluorescence intensity, uHTS (AID 1779). 0.054% of 290,000 active. inhibition, % at 11.5 µM, or IC50 in µM where a hit was titrated. recombinant LYP phosphatase, fluorescence intensity; higher % means a stronger effect. Tyrosine-protein phosphatase non-receptor type 22 (Homo sapiens);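 further: plate controls were vehicle with enzyme for no effect and no enzyme for full effect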
KOR beta-arrestin-2: KOR antagonists, beta-arrestin recruitment, cell-based, luminescence, uHTS (AID 1778); Kappa-type opioid receptor (Homo sapiens); 0.091% of 290,000 active; inhibition, % at 10 µM, or IC50 in µM where a hit was titrated; KOR beta-arrestin recruitment, luminescence, antagonist mode; higher % means a stronger effect; further: strong numbers were not always called active
XIAP displacement: XIAP antagonists, biochemical, IAP family, fluorescence polarization (AID 1018); XIAP BIR domain, fluorescence polarization peptide displacement; higher % means a stronger effect; displacement, % at 20 µM, or IC50 in µM where a hit was titrated; 0.007% of 200,000 active; in the data active means displacement above about 50%; further: a part of the inactive calls stands beside numbers as strong as those of hits
PMI inhibition: human PMI inhibitors, high substrate, primary screen, biochemical, fluorescence intensity, high mannose 6-phosphate (AID 1220); inhibition, % at 20 µM; hits with a dose series show IC50 in µM; Mannose-6-phosphate isomerase (Homo sapiens); 0.66% of 190,000 active; recombinant PMI enzyme, coupled fluorescence intensity; higher % means a stronger effect
human PMI inhibition: inhibitors of human PMI, primary screen, biochemical, fluorescence intensity, coupled assay (AID 1209). Mannose-6-phosphate isomerase (Homo sapiens). inhibition, % at 20 µM, or IC50 in µM where a hit was titrated. 0.42% of 190,000 active. purified PMI enzyme, coupled fluorescence intensity; higher % means a stronger effect;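 further: plate controls were DMSO vehicle for no effect and wells lacking substrate for full effect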
TNAP activation fold: human TNAP enzyme activators, primary screen, biochemical, luminescent, no phosphate acceptor, uHTS (AID 1001); Alkaline phosphatase, tissue-nonspecific isozyme (Homo sapiens); purified TNAP, luminescent activation assay, no phosphate acceptor; higher activation fold means a stronger effect; one-dose activation fold at 20 µM; EC50 in µM for titrated hits; 0.03% of 200,000 active; in the data active means activation fold from about 3, or a potency from the dose series; inactive means the rest, 99 in 100 with activation fold below about 1.6; further: many of its hits are not listed in these tables
Numbers without * were called inactive; x = no result given; [ ] = remark or other dose. Unless noted, no stated cut-off is given here; in the data, active means inhibition above about 50%; inactive means the rest. Some of the compounds tested; count on the stated rates, not on these rows.

TNAP activation fold	KOR beta-arrestin-1	HEK293 NOD2/NF-kB	PMI inhibition	NOD1 inhibition	KOR beta-arrestin-2	XIAP displacement	human PMI inhibition	LYP phosphatase	compound
1	-2.3%	15%	4%	-25%	-19%	-5.6%	10%	-7%	COc1ccc(N2CCN(C(=O)C(CCSC)N=C3NS(=O)(=O)c4ccccc43)CC2)cc1 (stereo not given)
1.1	5.0%	8%	50%	-15%	29%	-6.7%	30%	-4%	CCN(CC)C(=O)c1sc(NC(=O)c2cccnc2)c(C(=O)OC)c1C
1.1	4.3%	-11%	2%	-9%	-43%	-3.3%	7%	4%	COc1ccc(Nc2nc(N3CCCC3)nc(N3CCCC3)n2)c(OC)c1
x	-0.5%	-26%	x	-25%	-4%	x	x	-4%	Cc1ccc(OCc2ccc(C(=O)N3CCCC3)o2)cc1C
x	3.2%	-8%	x	-17%	15%	x	x	-7%	CN(C(=S)NC(=O)c1ccc(F)cc1)C1CCCCC1
1	1.2%	5%	12%	-4%	29%	-6.2%	12%	-2%	Cc1ccc(C(c2nnnn2C(C)(C)C)N(Cc2ccco2)Cc2cccs2)cc1 (stereo not given)
x	4.6%	13%	x	2%	-52%	x	x	-7%	Cn1ncc2c(Nc3cc(Cl)cc(Cl)c3)ncnc21
1.1	6.7%	12%	58%*	-18%	31%	-13%	18%	-6%	O=C1c2ccccc2C(Nc2ccc3c(c2)OCO3)N1Cc1ccco1 (stereo not given)
1	-2.4%	15%	13%	-23%	7%	-3.5%	2%	12%	Cc1ccc(O)c(C(=O)c2cnc3c(c2)c(-c2ccc(F)cc2)c(C#N)c(=O)n3C)c1
1	-2.5%	-1%	-1%	-33%	-16%	-7.7%	3%	1%	O=C(c1ccncc1)c1ccc(Br)cc1
1.1	-2.1%	11%	43%	-20%	11%	0.8%	0%	-2%	CCN(C(=O)COc1cccnc1[N+](=O)[O-])C1CCS(=O)(=O)C1 (stereo not given)
1.2	-3.6%	8%	4%	7%	1%	-5.8%	5%	-3%	Cc1ccc(-c2nc(CSCC(=O)N3CCOCC3)c(C)o2)cc1
1.1	-0.9%	3%	1%	-7%	-25%[20 µM]	-14%	11%	-3%	Cc1ccc(C(OCC(O)CN2CCCCC2CO)c2ccccc2)cc1 (stereo not given)
1.1	-4.7%	3%	-9%	-25%	-23%	-1.3%	4%	-4%	N/C(=N\OC(=O)C1CCCCC1)c1ccncc1
1	-3.4%	16%	-9%	-8%	19%	-6.5%	-10%	-3%	CC(NCc1ccc(S(N)(=O)=O)cc1)C(=O)Nc1cc([N+](=O)[O-])ccc1Cl (stereo not given)
1	-7.9%	0%	-4%	8%	-17%	-3.3%	-9%	-11%	CN=C1SC(C(=O)O)CC(=O)N1C (stereo not given)
1.1	4.7%	-3%	-2%	20%	-51%	-0.3%	4%	-3%	CCOC(=O)N/N=C/C=C/c1ccccc1
1.1	6.8%	-85%	0%	-102%	-21%	-2.2%	2%	-6%	O=C(NCc1cccs1)c1cc(-c2cccs2)on1
x	-1.3%	-14%	x	-30%	-7%	x	x	-11%	CC(C)n1cc(CN2CCC(Oc3ccc(C(=O)N4CCCC4)cc3)CC2)cn1
1.4	1.4%	-70%	-2%	-29%	-22%	-5.8%	6%	-8%	c1ccc(-c2cn3c(n2)-c2ccccc2C3)cc1
x	1.4%	3%	x	-11%	-34%[20 µM]	x	x	-10%	COc1ccc([C@@H]2[C@@H]3C(=O)N(C(C)(C)C)C(=O)[C@@H]3[C@]3(C)C(=O)N(c4cccc(F)c4)C(=O)N23)cc1
1	2.4%	12%	19%	12%	-19%	-11%	18%	13%	COc1cc(NC(=S)NC(=O)c2ccccc2F)ccc1NC(=O)c1cccs1
1.1	-2.3%	3%	-40%	-10%	38%	-5.4%	-27%	0%	CCNc1sc(C(=O)c2cccs2)c(N)c1C#N
x	1.2%	17%	x	-4%	-18%[20 µM]	x	x	-5%	O=C(Nc1nc2c(Br)cccc2s1)C1CC1
1.2	-1.7%	-86%	5%	-85%	16%	-2.3%	5%	-8%	Cn1nnnc1SCC(=O)Nc1nc2c(s1)CCCC2

Next compounds
TNAP activation fold	KOR beta-arrestin-1	HEK293 NOD2/NF-kB	PMI inhibition	NOD1 inhibition	KOR beta-arrestin-2	XIAP displacement	human PMI inhibition	LYP phosphatase	compound
x	3.5%	12%	x	5%	3%	x	x	-7%	CCc1cccc(NC(=S)N(CCCOC(C)C)C2CCN(C(C)=O)CC2)c1
x	-0.6%	11%	x	-14%	-16%	x	x	3%	CCn1cc(CN2CCCC(C(=O)Nc3ccc(-c4cscn4)cc3)C2)c(C)n1 (stereo not given)
x	4.3%	-4%	x	-10%	7%	x	x	-5%	CC1CCC2(CC1)NC(=S)N(C(C)(C)C)N2 (stereo not given)
x	2.0%	3%	x	-26%	-1%	x	x	-8%	COc1ccc(CNC(=O)N2CCN(S(=O)(=O)c3ccc(C)cc3C)CC2)cc1
1.1	3.1%	-9%	5%	7%	16%	-8.9%	8%	-7%	Cc1ccc(CSCCC(=O)NCCC2=CCCCC2)cc1
1.2	1.0%	-14%	-36%	66%	-36%	-0.8%	-30%	14%	O=C(Nc1cccc(C(F)(F)F)c1)Nc1ccc(N2CCCC2)c(S(=O)(=O)Nc2ccccc2Cl)c1
x	-0.1%	25%	x	28%	2%	x	x	-2%	CC(=O)c1c(C)n(-c2ccc(C)cc2C)c2ccc(O)cc12
1.1	-1.1%	-176%	-1%	-7%	5%	-4.3%	-1%	-14%	Cc1cccn2cc(-c3ccc(Cl)cc3)nc12
1.1	-3.9%	-14%	16%	-48%	5%	4.0%	18%	4%	O=C(c1ccc(-c2cccc(C(F)(F)F)c2)o1)N1CCOCC1
1.1	-1.2%	10%	10%	-4%	-36%	-0.4%	19%	1%	COc1ccc(C)cc1NC(=O)C(OC(=O)c1ccc(Cl)c(S(=O)(=O)N(C)c2ccccc2)c1)c1ccccc1 (stereo not given)
x	-4.5%	2%	x	-16%	-1%[20 µM]	x	x	-5%	CC(C)CNC(=S)N(CCCN(C)C)Cc1cc2cc3c(cc2[nH]c1=O)OCCO3
x	-2.1%	-5%	x	-6%	-33%	x	x	-5%	COc1ccc(-c2c(-c3ccc(OCC(=O)NN)cc3O)n[nH]c2C)cc1
x	-2.0%	-14%	x	-13%	7%	x	x	-6%	Cc1cccc(NC(=O)c2ccc(COc3ccccc3)o2)n1
1.1	-2.3%	17%	5%	-6%	-15%	-0.5%	9%	-3%	CC(C)n1c(SCC(=O)Nc2ccccc2)nc2c1c(=O)n(C)c(=O)n2C
x	0.4%	-8%	x	48%	-26%	x	x	-7%	Cc1ccccc1NC(=O)CCN1CCN(CCO)CC1
x	2.5%	-1%	x	-1%	3%	x	x	-8%	Cn1c(N2CCOCC2)c(C#N)c2ccccc21
x	-3.0%	9%	x	-21%	-14%	x	x	3%	CCOc1ccc(NC(=O)CCCN2C(=O)C(c3ccccc3)Oc3cccnc32)cc1 (stereo not given)
1	-1.4%	33%	-4%	7%	-16%	-4.6%	-10%	-17%	CC(=O)N/C(=C/c1ccccc1)C(=O)NC(Cc1ccccc1)C(=O)O (stereo not given)
1.1	x	20%	-5%	-5%	x	-7.0%	-4%	-4%	CCc1ccccc1NC(=O)CSc1nc2ccccc2n1CC(=O)N1CCCC1
1.3	-1.9%	28%	11%	-24%	-4%	-2.1%	17%	-6%	O=C(CN1CC(=O)Oc2ccccc21)OCC(=O)c1ccccc1
1.1	1.2%	9%	14%	-16%	-4%	-7.3%	5%	-8%	COc1cc2c(cc1OC)C(C(=O)N(C)Cc1ccccc1)C(c1cccnc1)N(C)C2=O (stereo not given)
1.1	-1.1%	-24%	6%	-20%	-14%	-0.4%	10%	-3%	O=C(NCCc1ccccc1)c1ccc(-n2cnnn2)cc1
1.1	1.6%	-27%	0%	-11%	-5%	0.1%	-2%	-4%	CCC(=O)Nc1cccc(C(=O)OCC(=O)c2ccccc2Cl)c1
1.1	0.9%	-4%	0%	-48%	-77%	-4.9%	-3%	-4%	CCCCOc1ccc(N(CC(=O)NC2CCCC2)C(=O)CCC(=O)Nc2ccccn2)cc1
1.1	7.5%	8%	9%	-20%	23%	-2.8%	6%	-5%	Cc1c(Cl)cccc1NC(=S)N(CCCN1CCOCC1)Cc1cccs1

Profiles as entered above. Values in the order: TNAP activation fold	KOR beta-arrestin-1	HEK293 NOD2/NF-kB	PMI inhibition	NOD1 inhibition	KOR beta-arrestin-2	XIAP displacement	human PMI inhibition	LYP phosphatase
CC(=O)N/C(=C/c1ccccc1)C(=O)NC(Cc1ccccc1)C(=O)O (stereo not given) is listed with 1	-1.4%	33%	-4%	7%	-16%	-4.6%	-10%	-17%
Cn1c(N2CCOCC2)c(C#N)c2ccccc21 is listed with x	2.5%	-1%	x	-1%	3%	x	x	-8%

Ordered by number of heavy atoms (low to high): some entries from above
TNAP activation fold	KOR beta-arrestin-1	HEK293 NOD2/NF-kB	PMI inhibition	NOD1 inhibition	KOR beta-arrestin-2	XIAP displacement	human PMI inhibition	LYP phosphatase	compound
1.1	4.7%	-3%	-2%	20%	-51%	-0.3%	4%	-3%	CCOC(=O)N/N=C/C=C/c1ccccc1
1.1	-1.1%	-176%	-1%	-7%	5%	-4.3%	-1%	-14%	Cc1cccn2cc(-c3ccc(Cl)cc3)nc12
x	2.5%	-1%	x	-1%	3%	x	x	-8%	Cn1c(N2CCOCC2)c(C#N)c2ccccc21
1.1	6.8%	-85%	0%	-102%	-21%	-2.2%	2%	-6%	O=C(NCc1cccs1)c1cc(-c2cccs2)on1
1.2	-1.7%	-86%	5%	-85%	16%	-2.3%	5%	-8%	Cn1nnnc1SCC(=O)Nc1nc2c(s1)CCCC2
x	0.4%	-8%	x	48%	-26%	x	x	-7%	Cc1ccccc1NC(=O)CCN1CCN(CCO)CC1
1.1	3.1%	-9%	5%	7%	16%	-8.9%	8%	-7%	Cc1ccc(CSCCC(=O)NCCC2=CCCCC2)cc1
x	-2.0%	-14%	x	-13%	7%	x	x	-6%	Cc1cccc(NC(=O)c2ccc(COc3ccccc3)o2)n1
1.1	1.6%	-27%	0%	-11%	-5%	0.1%	-2%	-4%	CCC(=O)Nc1cccc(C(=O)OCC(=O)c2ccccc2Cl)c1
1.1	6.7%	12%	58%*	-18%	31%	-13%	18%	-6%	O=C1c2ccccc2C(Nc2ccc3c(c2)OCO3)N1Cc1ccco1 (stereo not given)
1.1	-2.3%	17%	5%	-6%	-15%	-0.5%	9%	-3%	CC(C)n1c(SCC(=O)Nc2ccccc2)nc2c1c(=O)n(C)c(=O)n2C
x	-1.3%	-14%	x	-30%	-7%	x	x	-11%	CC(C)n1cc(CN2CCC(Oc3ccc(C(=O)N4CCCC4)cc3)CC2)cn1
1	1.2%	5%	12%	-4%	29%	-6.2%	12%	-2%	Cc1ccc(C(c2nnnn2C(C)(C)C)N(Cc2ccco2)Cc2cccs2)cc1 (stereo not given)
1.1	1.2%	9%	14%	-16%	-4%	-7.3%	5%	-8%	COc1cc2c(cc1OC)C(C(=O)N(C)Cc1ccccc1)C(c1cccnc1)N(C)C2=O (stereo not given)
1.1	0.9%	-4%	0%	-48%	-77%	-4.9%	-3%	-4%	CCCCOc1ccc(N(CC(=O)NC2CCCC2)C(=O)CCC(=O)Nc2ccccn2)cc1
x	1.4%	3%	x	-11%	-34%[20 µM]	x	x	-10%	COc1ccc([C@@H]2[C@@H]3C(=O)N(C(C)(C)C)C(=O)[C@@H]3[C@]3(C)C(=O)N(c4cccc(F)c4)C(=O)N23)cc1
